# Screens deposited in PubChem BioAssay by The Scripps Research Institute Molecular Screening Center.
# GPR151 activ: activates the human receptor GPR151; Q8TDV0; actives 1% (n = 650,000); activation, % at 11.2 µM; PathHunter beta-arrestin GPR151 cells, luminescence; in the data active = activation above about 4.9%;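 note: 0% = median of compound wells and 100% = cells with positive control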
# Target sequence (Q8TDV0 whole entry, looked up): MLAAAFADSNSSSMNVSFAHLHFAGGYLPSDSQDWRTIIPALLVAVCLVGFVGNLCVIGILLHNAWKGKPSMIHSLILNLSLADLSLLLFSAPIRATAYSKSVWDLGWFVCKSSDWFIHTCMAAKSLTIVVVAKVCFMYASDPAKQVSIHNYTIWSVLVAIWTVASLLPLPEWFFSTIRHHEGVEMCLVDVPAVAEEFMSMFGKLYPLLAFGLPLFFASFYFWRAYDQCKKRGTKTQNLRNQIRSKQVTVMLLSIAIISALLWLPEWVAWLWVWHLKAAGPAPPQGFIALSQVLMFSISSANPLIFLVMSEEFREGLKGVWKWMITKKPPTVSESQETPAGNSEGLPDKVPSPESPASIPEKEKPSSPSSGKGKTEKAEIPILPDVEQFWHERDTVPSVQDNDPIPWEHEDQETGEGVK
# MITF primary: human MITF inhibition, primary screen; O75030; AlphaScreen MITF homodimerization, bead proximity signal; inhibition, % at 2.6 µM; actives 0.91% (n = 650,000); AID 1259374; in the data active = inhibition above about 50%;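 note: 0% = vehicle wells with protein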
# Target sequence (O75030 whole entry, looked up): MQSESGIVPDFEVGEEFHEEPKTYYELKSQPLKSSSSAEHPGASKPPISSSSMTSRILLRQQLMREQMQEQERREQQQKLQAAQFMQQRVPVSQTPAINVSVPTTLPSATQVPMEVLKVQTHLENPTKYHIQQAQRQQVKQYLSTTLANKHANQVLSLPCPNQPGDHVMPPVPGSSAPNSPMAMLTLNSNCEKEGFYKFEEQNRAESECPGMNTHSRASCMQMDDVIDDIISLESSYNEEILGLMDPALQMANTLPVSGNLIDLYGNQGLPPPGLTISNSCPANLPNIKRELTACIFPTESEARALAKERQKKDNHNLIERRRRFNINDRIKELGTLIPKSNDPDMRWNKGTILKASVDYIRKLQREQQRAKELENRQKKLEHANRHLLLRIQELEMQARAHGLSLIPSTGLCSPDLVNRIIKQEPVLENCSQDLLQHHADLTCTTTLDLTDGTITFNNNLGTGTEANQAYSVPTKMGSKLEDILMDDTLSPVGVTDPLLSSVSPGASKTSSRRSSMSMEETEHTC
# FBW7 activator: human FBW7 E3 ligase activation, primary screen. Q969H0. AlphaScreen FBW7–phospho-cyclin E peptide binding, activator screen. normalized activity (activation), % at 26.1 µM. actives 0.13% (n = 650,000). AID 1259310; in the data active = normalized activity above about 1.9%;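 note: purified mutant Fbw7 with reduced substrate affinity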
# TEAD-YAP inh: TEAD-YAP interaction inhibition; HEK-TIYL cells, TEAD-Gal4/YAP UAS-luciferase luminescence; inhibition, % at 9.12 µM; actives 1.4% (n = 640,000); AID 1259422; in the data active = inhibition above about 32%;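 note: 0% = median of test compound wells and 100% = reference inhibitor wells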
# Active calls of the source: *.
1: CCOC(=O)C1=C(C)N=c2s/c(=C\c3cc(OC)c(OC)c(OC)c3)c(=O)n2C1c1ccccc1OC (centres undefined)
2: CN1CCC(N(C)Cc2ccc(C(=O)NCc3cc4ccccc4s3)c(=O)[nH]2)CC1
3: CCOC(=O)c1c(NC(=O)CCCOc2ccc(Cl)cc2Cl)sc(C)c1C
4: O=C(C1=C(O)C(=O)N(CCCn2ccnc2)C1c1ccco1)c1ccco1 (centres undefined)
5: CC(=O)c1cn(CC2CC(=O)OC2(C)C)nc1C (centres undefined)
6: Cc1ccc(NC(=O)c2ccccc2Br)c(C(=O)c2ccccc2)c1
7: CCOc1ccccc1N(CC(=O)OC)S(=O)(=O)c1ccc(SC)cc1
8: CCOC(=O)N1CCC(NC(=O)c2ccc(CSc3nc4ccncc4[nH]3)cc2)CC1

assay / entry	1	2	3	4	5	6	7	8
GPR151 activ	-1.2	2.8	-1.2	0.7	-1.0	1.6	0.1	-0.3
MITF primary	-3	-7	-2	19	18	-2	13	22
FBW7 activator	0.1	-0.1	0.0	0.1	0.4	-0.2	0.2	0.1
TEAD-YAP inh	-5	5	-13	-7	1	6	0	-6

9: CC(C)c1cc(CN2CCN(C3CCCCC3)C(CCO)C2)[nH]n1 (centres undefined)
10: CCCCOCC1CC(CC(=O)NC(=S)Nc2ccc([N+](=O)[O-])cc2)C(=O)O1 (centres undefined)
11: Cc1ccc(S(=O)(=O)N2CCCC2C(=O)N(Cc2ccco2)c2nc3c(F)cccc3s2)cc1 (centres undefined)
12: CC(=O)c1cccc(NC(=O)c2ccc(N3CC4CC(C3)c3cccc(=O)n3C4)c(NC(=O)c3ccc(Br)o3)c2)c1 (centres undefined)
13: COc1ccc(OC)c(C2CC(=O)C3=C(C2)NC(=O)CC3c2cccc(Cl)c2)c1 (centres undefined)
14: O=C1CN(CC(=O)NC2CCCc3ccccc32)CCN1 (centres undefined)
15: N#C/C(=C\c1ccccc1[N+](=O)[O-])c1nc(-c2ccc(Br)cc2)cs1
16: COc1ccc(CCN2C(=S)N(c3ccc(Cl)cc3)C(=O)C2CC(=O)Nc2ccccc2)cc1OC (centres undefined)

assay / entry	9	10	11	12	13	14	15	16
GPR151 activ	1.0	-0.9	0.6	-0.2	0.2	-0.9	-0.3	-0.4
MITF primary	-2	-5	-10	-2	17	-11	2	-2
FBW7 activator	-0.1	0.0	0.6	-0.1	-0.2	-0.2	-0.1	0.0
TEAD-YAP inh	-2	0	-1	-3	4	-7	8	0

17: CCC(=O)N1c2ccccc2-c2nnc(SC)nc2OC1c1ccccn1 (centres undefined)
18: CCOC(=O)N1CCC(N2CCCC(N3CCN(c4ccccc4)CC3)C2)CC1 (centres undefined)
19: OCC1(CCOc2ccccc2)CCN(CCc2ccccc2)CC1
20: CC1=CCC2(C(=O)OC(C)(C)OC2=O)C(c2ccc(Br)cc2)C1 (centres undefined)
21: Cn1cccc/c1=N/c1cccc[n+]1C
22: CCCc1cc2c(=O)c(-c3nc4ccccc4s3)c(C)oc2cc1OCc1ccc(Cl)c(Cl)c1
23: O=C(Nc1ccc2c(c1)oc1ccccc12)c1ccc(Cl)c([N+](=O)[O-])c1
24: Cc1sc(NC(=O)CC(c2ccccc2)c2ccccc2)c(C(N)=O)c1C

assay / entry	17	18	19	20	21	22	23	24
GPR151 activ	-2.5	-0.3	-1.1	1.2	1.9	-0.8	-2.8	3.4
MITF primary	-4	-4	8	7	-2	6	20	1
FBW7 activator	0.1	-0.1	-0.1	0.0	-0.1	-0.2	0.7	0.0
TEAD-YAP inh	-3	-4	4	9	6	3	4	40*

25: CCCCNS(=O)(=O)c1ccc(C)c(-c2nnc3c4ccccc4c(C)nn23)c1
26: O=C(Nc1ccc2cn[nH]c2c1)c1n[nH]c2ccc(Br)cc12
27: CCN1/C(=C/c2ccc3cc(C)ccc3[n+]2CC)C=Cc2ccccc21
28: CC1=CC(=C2CC(C)(C)N=C2C)C=C(C)C12CC(C)(C)N=C2C (centres undefined)
29: COc1ccc(C(=O)Nc2c3c(nn2-c2ccc(Oc4ccccc4)cc2)CSC3)cc1OC
30: Cc1ccc(S(=O)(=O)OCC(C)NC(=O)OCc2ccccc2)cc1 (centres undefined)
31: O=C(CCNc1ccc(Cc2ccncc2)cc1)c1cccc([N+](=O)[O-])c1
32: CCOC(=O)c1cnc2ccc(C)cc2c1Nc1ccc(N(CC)CC)cc1

assay / entry	25	26	27	28	29	30	31	32
GPR151 activ	-1.0	-1.0	-1.2	-0.1	-1.1	-0.5	1.2	3.8
MITF primary	8	9	8	1	-3	2	4	13
FBW7 activator	0.0	-0.3	-1.1	0.0	-0.1	0.0	-0.2	-0.5
TEAD-YAP inh	-9	-27	92*	8	-2	-2	4	1

33: Cn1c(=O)n(CCCOc2ccc(Cl)cc2)c2ccccc21
34: O=C(OCCN1CC([N+](=O)[O-])([N+](=O)[O-])CCC1=O)c1ccccc1
35: Cc1ccc(CCNC(=O)c2nnn(-c3cc(C)cc(C)c3)c2N)cc1
36: COc1ccccc1N1CC(O)(c2ccc3c(c2)OCCO3)[N+]2=C1CCCC2 (centres undefined)
37: Cc1ccc2cc(/C=C3\N=C(c4ccccc4)OC3=O)c(N(C)C)nc2c1
38: O=S(=O)(NC1c2cccc3cccc(c23)C1Sc1nnnn1-c1ccccc1)c1ccc(Cl)cc1 (centres undefined)
39: CN1C(C)(C)CC(NC(=O)c2ccccn2)CC1(C)C
40: COc1cc(C=Nc2c(C)n(C)n(-c3ccccc3)c2=O)cc(OC)c1OC

assay / entry	33	34	35	36	37	38	39	40
GPR151 activ	0.0	-0.7	0.6	1.6	-0.7	0.0	0.4	0.6
MITF primary	1	-4	5	-5	-4	4	7	0
FBW7 activator	0.0	-0.1	-0.2	0.2	0.2	0.7	0.0	-0.1
TEAD-YAP inh	-15	7	6	2	3	15	-5	3

41: COC(=O)c1ccc(CN2CCCC(CCC(=O)NCc3cccc(OC)c3)C2)cc1 (centres undefined)
42: COc1ccc(S(=O)(=O)Nc2nnc(C)s2)cc1
43: OC(COCc1cccs1)CN1CCN(c2cccc(Cl)c2)CC1 (centres undefined)
44: Cc1nc(N2CCCCC2)c2c(C)c(C(=O)N3CCN(c4ccc(F)cc4)CC3)sc2n1
45: CCOC(=O)COc1ccc2ccccc2c1/C=N/n1c(C)nc2ccccc2c1=O
46: FC(F)(F)c1cccc(N2CCN(Cc3nnnn3Cc3ccc4c(c3)OCO4)CC2)c1
47: CCN(CC)C(=O)C1CCCN(c2nc(NCc3ccccc3)c3ncn(CCN4CCCC4=O)c3n2)C1 (centres undefined)
48: CCOC(=O)c1cc(S(=O)(=O)N2CCN(c3ccc(OC)cc3)CC2)cn1C

assay / entry	41	42	43	44	45	46	47	48
GPR151 activ	0.8	1.7	0.3	0.6	5.0*	1.1	0.3	0.4
MITF primary	11	-5	19	-8	7	-11	12	0
FBW7 activator	0.2	-0.1	-0.2	-0.1	0.1	0.0	-0.1	-0.2
TEAD-YAP inh	0	8	6	2	-4	-3	3	2

# 4 of the compounds above, with values under each structure.
# The line under a structure holds: GPR151 activ | MITF primary | FBW7 activator | TEAD-YAP inh
16	COc1ccc(CCN2C(=S)N(c3ccc(Cl)cc3)C(=O)C2CC(=O)Nc2ccccc2)cc1OC (centres undefined)
→ -0.4 | -2 | 0.0 | 0
17	CCC(=O)N1c2ccccc2-c2nnc(SC)nc2OC1c1ccccn1 (centres undefined)
→ -2.5 | -4 | 0.1 | -3
18	CCOC(=O)N1CCC(N2CCCC(N3CCN(c4ccccc4)CC3)C2)CC1 (centres undefined)
→ -0.3 | -4 | -0.1 | -4
19	OCC1(CCOc2ccccc2)CCN(CCc2ccccc2)CC1
→ -1.1 | 8 | -0.1 | 4

# An excerpt from above, reduced to TEAD-YAP inh and GPR151 activ:
nr	Structure	TEAD-YAP inh	GPR151 activ
43	OC(COCc1cccs1)CN1CCN(c2cccc(Cl)c2)CC1 (centres undefined)	6	0.3
42	COc1ccc(S(=O)(=O)Nc2nnc(C)s2)cc1	8	1.7
44	Cc1nc(N2CCCCC2)c2c(C)c(C(=O)N3CCN(c4ccc(F)cc4)CC3)sc2n1	2	0.6
48	CCOC(=O)c1cc(S(=O)(=O)N2CCN(c3ccc(OC)cc3)CC2)cn1C	2	0.4
47	CCN(CC)C(=O)C1CCCN(c2nc(NCc3ccccc3)c3ncn(CCN4CCCC4=O)c3n2)C1 (centres undefined)	3	0.3
41	COC(=O)c1ccc(CN2CCCC(CCC(=O)NCc3cccc(OC)c3)C2)cc1 (centres undefined)	0	0.8
46	FC(F)(F)c1cccc(N2CCN(Cc3nnnn3Cc3ccc4c(c3)OCO4)CC2)c1	-3	1.1

# (further entries)
49: O=C(Cn1c(CCCO)nc2ccccc21)NCc1ccco1
50: COc1cccc(/C=N/NC(=O)c2ccc(C)cc2)c1
51: CCC(C)NS(=O)(=O)c1ccc(NC(=O)c2ccc(Cl)cc2)cc1 (centres undefined)
52: COc1ccc(NC(=O)N(C)c2cccc(Cl)c2)cc1
53: CC(=O)Oc1cccc(/C=C2\C(=O)NC(=S)N2C(C)=O)c1
54: CC(=O)Nc1ccc(-c2csc(NC(=O)c3ccc([N+](=O)[O-])s3)n2)cc1
55: CCCN1C2OC(C3OC4C(O3)N(C)S(=O)(=O)N4C)OC2N(CCC)S1(=O)=O (centres undefined)
56: CCOc1ccccc1Nc1nnc(SCC(=O)Nc2ccc3[nH]c(=O)[nH]c3c2)s1

assay / entry	49	50	51	52	53	54	55	56
GPR151 activ	2.2	-0.6	0.9	1.6	-0.9	1.3	-1.0	0.8
MITF primary	5	-19	6	-8	7	10	6	-4
FBW7 activator	0.7	-0.1	-0.1	-0.1	0.0	0.0	0.1	-0.1
TEAD-YAP inh	7	-57	-4	-6	-14	0	11	-13

57: O=S(=O)(c1ccccc1F)N1c2cccc3cccc(c23)S1(=O)=O
58: Cc1cccc(NC(=O)Oc2ccc(C(C)(C)c3ccc(OC(=O)Nc4cccc(C)c4)cc3)cc2)c1
59: CC(=O)c1ccc(OCC(=O)N2CCOCC2)cc1
60: O=C(c1ccco1)N1CCN(S(=O)(=O)CCCOc2ccc(F)cc2)CC1
61: Cc1cccc(NC(=O)CCC2CCN(C(=O)C3=NN(C)C(=O)CC3)CC2)c1
62: O=C(Nc1cc(Cl)ccc1O)c1cc(-c2ccc(F)cc2)on1
63: c1ccc(-c2nc(NCCN3CCOCC3)c3ncn(-c4ccsc4)c3n2)cc1
64: Cc1ccc(S(=O)(=O)N(C(=O)c2ccccc2)c2cc(Cl)c(OC(=O)c3ccccc3)c(Cl)c2Cl)cc1

assay / entry	57	58	59	60	61	62	63	64
GPR151 activ	0.3	-0.2	1.8	0.0	-0.3	0.5	0.6	-0.2
MITF primary	-6	1	-1	15	-3	7	5	11
FBW7 activator	-0.2	-0.2	0.1	0.1	0.0	-0.1	0.0	0.1
TEAD-YAP inh	0	-2	-1	-11	-4	-51	33*	7

65: c1ccc(Nc2nc(Nc3ccc4ncccc4c3)nc3c2ncn3-c2ccccc2)cc1
66: OCCC1CN(Cc2cccc3c2OCO3)CCN1Cc1ccc(F)c(F)c1 (centres undefined)
67: COc1ccc(CCNC(=O)CCCc2ccccc2)cc1OC
68: COc1ccccc1-n1c(SCC(=O)Nc2nccs2)nc2c(sc(=S)n2-c2ccccc2)c1=O
69: O=c1oc2ccccc2c(N2CCC(c3ccccc3)CC2)c1[N+](=O)[O-]
70: COc1cc(OC)nc(OC(Cc2cnccn2)c2cccc(C(F)(F)F)c2)n1 (centres undefined)
71: CC(CCc1ccccc1)Nc1ccc(S(N)(=O)=O)cc1[N+](=O)[O-] (centres undefined)
72: Cc1cc(=O)oc(C)c1C(=O)OCC(=O)c1ccc(Br)cc1

assay / entry	65	66	67	68	69	70	71	72
GPR151 activ	-2.1	0.1	-1.7	4.4	0.5	-0.4	-1.6	0.1
MITF primary	7	-5	5	6	3	-2	19	-13
FBW7 activator	0.8	-0.1	-0.1	-0.2	0.2	0.7	0.6	-0.1
TEAD-YAP inh	42*	-9	-28	-6	1	0	2	-13

73: CCC(CC)C(=O)Nc1nnc(SCC(=O)NC(C)(C)C)s1
74: CC1(OCC#CCN2CCOCC2)COC(C)(OCC#CCN2CCOCC2)CO1 (centres undefined)
75: COc1ccc(CCNC(=O)c2ccnc(-c3ccc(C(=O)NC4CC4)cc3)c2)cc1
76: COc1ccccc1NC(=S)NCCN(C)C

assay / entry	73	74	75	76
GPR151 activ	0.2	0.5	-0.7	2.3
MITF primary	26	2	9	7
FBW7 activator	0.0	0.0	0.0	0.0
TEAD-YAP inh	-1	14	16	-10
